CHT allo act: CHT positive allosteric modulators, primary screen, cell-based, membrane potential dye, choline EC20 | 0.49% of 310,000 active | High affinity choline transporter 1 (Homo sapiens), Q9GZV3 | CHT-expressing cells; active compounds read high; LV-AA mutant CHT in HEK293 cells | AID 488977, 2010 | B-score at 10 µM;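 active = initial fluorescence not abnormally high and integrated response B-score, plate-corrected, over 3 SD above library mean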
Target sequence (Q9GZV3 whole entry, looked up): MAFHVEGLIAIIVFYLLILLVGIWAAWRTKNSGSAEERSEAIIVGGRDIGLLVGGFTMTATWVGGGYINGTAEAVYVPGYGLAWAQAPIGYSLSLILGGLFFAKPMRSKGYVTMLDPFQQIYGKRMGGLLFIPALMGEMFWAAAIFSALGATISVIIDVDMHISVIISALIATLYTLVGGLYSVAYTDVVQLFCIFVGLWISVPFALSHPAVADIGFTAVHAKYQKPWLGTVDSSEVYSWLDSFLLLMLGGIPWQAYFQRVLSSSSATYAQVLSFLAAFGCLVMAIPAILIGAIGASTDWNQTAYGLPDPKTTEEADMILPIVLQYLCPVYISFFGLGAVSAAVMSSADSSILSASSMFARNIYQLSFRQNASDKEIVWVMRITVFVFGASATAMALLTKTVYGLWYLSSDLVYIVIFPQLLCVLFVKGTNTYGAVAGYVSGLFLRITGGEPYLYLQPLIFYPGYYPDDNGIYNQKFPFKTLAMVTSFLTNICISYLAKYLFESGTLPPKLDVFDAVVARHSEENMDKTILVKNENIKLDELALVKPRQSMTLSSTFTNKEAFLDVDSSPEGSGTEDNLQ
OX1R antag-1: antagonists of human orexin 1 receptor (OX1R); OX1R-expressing cells, FRET antagonist read-out; inhibition, % at 6.6 µM; 1.8% of 330,000 active; AID 485270, 2010; in the data active = inhibition mostly above about 38%, no sharp cut-off; inactive = mostly below about 40%;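 note: 0% = agonist challenge alone and 100% = reference antagonist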
Target sequence (O43613 whole entry, looked up): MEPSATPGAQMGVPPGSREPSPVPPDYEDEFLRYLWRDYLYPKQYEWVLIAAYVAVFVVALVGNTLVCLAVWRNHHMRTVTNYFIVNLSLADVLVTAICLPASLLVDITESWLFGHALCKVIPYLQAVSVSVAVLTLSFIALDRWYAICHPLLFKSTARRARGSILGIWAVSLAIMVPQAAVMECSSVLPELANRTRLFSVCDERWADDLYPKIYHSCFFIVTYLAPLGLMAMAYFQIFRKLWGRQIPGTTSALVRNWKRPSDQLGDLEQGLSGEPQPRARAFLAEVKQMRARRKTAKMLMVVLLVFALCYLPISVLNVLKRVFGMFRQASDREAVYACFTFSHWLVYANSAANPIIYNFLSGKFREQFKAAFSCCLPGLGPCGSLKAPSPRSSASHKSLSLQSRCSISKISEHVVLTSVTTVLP
OX1R antag-2: OX1R (HCRTR1) antagonists, primary screen, fluorescence, CHO/OX1R cells, Fluo-8 calcium, orexin A. Orexin/Hypocretin receptor type 1 (Homo sapiens), O43613. Fluo-8 calcium fluorescence. inhibition, % at 5 µM. 0.43% of 330,000 active. AID 434989, 2010;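 active = inhibition above its plate's threshold, mean inhibition of all tested compounds on the plate plus 3 SD, cut at about 37% in these data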;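 note: 0% = orexin A challenge wells and 100% = SB-334867-A antagonist wells; not every result past the cut was called active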
* hit, by the source's call; i = inactive; nt = not tested or not shown. No enrichment for hits. About 2.5% of those tested had a hit in this group.

Preview, two compounds:
cpd	Molecule	CHT allo act	OX1R antag-1	OX1R antag-2
1	COc1ccccc1-c1n[nH]c(=S)n1-c1ccccc1	i	11	-30
2	Cc1cc(NC(=O)COc2ccc3ccccc3c2Br)no1	nt	-9	-6

This part in full, repeating the preview:
cpd	Molecule	CHT allo act	OX1R antag-1	OX1R antag-2
1	COc1ccccc1-c1n[nH]c(=S)n1-c1ccccc1	i	11	-30
2	Cc1cc(NC(=O)COc2ccc3ccccc3c2Br)no1	nt	-9	-6
3	CCn1c(/C=C/c2c(C)n(CC)c3ccccc23)nc2ccccc2c1=O	i	6	-25
4	Cn1c(=O)n(C)c2cc(C(=O)c3ccccc3)ccc21	i	3	-20
5	Cc1[nH]c(C)c(S(=O)(=O)N(Cc2ccccc2)C(C)C)c1C(=O)N1CCCC1	i	23	-6
6	Cc1cnc(C(=O)N2CCCC(C(=O)c3ccc(Cl)cc3C)C2)cn1 (centres undefined)	i	20	-7
7	CCCC(C(=O)NC(C)(C)CC)N(Cc1ccco1)C(=O)CNS(=O)(=O)c1ccccc1 (centres undefined)	i	15	-12
8	CS(=O)(=O)c1ccc(Cl)c(C(=O)NCC2CCCCC2)c1	i	-15	0
9	Cc1nn(-c2ccccc2)c(N2CCCC2)c1/C=N/NC(=O)c1cc(-c2ccccc2)nc2ccccc12	i	3	-48
10	COc1ccc(-n2c(C)cc(C(=O)CN3CCC(C)CC3)c2C)cc1	i	-4	-16
11	Cc1ccc(N2C(=O)C(O)(C(F)(F)F)C3=C2CC(C)(C)CC3=O)cc1C (centres undefined)	i	13	-16
12	Cc1cc(C)nc(Sc2c(C)n[nH]c2C)n1	i	8	-9

As a working copy, some entries already given.
cpd	Molecule	CHT allo act	OX1R antag-1	OX1R antag-2
11	Cc1ccc(N2C(=O)C(O)(C(F)(F)F)C3=C2CC(C)(C)CC3=O)cc1C (centres undefined)	i	13	-16
12	Cc1cc(C)nc(Sc2c(C)n[nH]c2C)n1	i	8	-9

More results follow:
cpd	Molecule	CHT allo act	OX1R antag-1	OX1R antag-2
13	Cc1ccc(N2C(=O)CC(N3CCN(C4CCc5ccccc5C4)CC3)C2=O)cc1 (centres undefined)	i	21	-38
14	COc1ccccc1N1C(=O)C2ON(c3ccccc3)C(c3ccc(N(C)C)cc3)C2C1=O (centres undefined)	i	22	-15
15	COc1ccc(/C(C)=N/OC/C(O)=C(\C#N)c2nc3ccccc3[nH]2)c(OC)c1	i	18	-14
16	N#C/C(=C(/O)c1ccc([N+](=O)[O-])cc1)c1nnc2n1CCCCC2	i	23	-1
17	O=C(N[C@@H](Cc1ccccc1)C(=O)O)c1cccs1	i	-12	-7
18	Cc1ccc(OCCn2cccn2)c(C)c1	i	12	2
19	CCc1c(C(=O)N/N=C/c2cccs2)nnn1-c1nonc1N	i	9	-4
20	Cn1c(=O)oc2cc(S(=O)(=O)NCCN3CCN(c4ccccc4)CC3)ccc21	i	4	-31
21	OC[C@H]1O[C@H](OCc2ccccc2)[C@H](O[C@@H]2OC[C@@H](O)[C@H](O)[C@H]2O)[C@@H](O)[C@@H]1O	i	5	-10
22	Cn1c(=O)[nH]c(=O)c2c1nc(N1CCCC1)n2CCCSc1nc2ccccc2o1	i	35	-13
23	CCSc1nc(CC)c2c(c1C#N)CCCC2	i	13	-14
24	COc1ccccc1-c1c(C)nn2c(C)cc(C)nc12	i	9	-24
25	COc1ccc(CCN2C(=O)c3[nH]nc(-c4ccccc4O)c3C2c2ccc(C)cc2)cc1OC (centres undefined)	i	7	-37
26	O=C(NNC(=S)NC1CCCCC1)c1ccccc1Cl	i	10	-23
27	Cc1ccc(N2CCCn3c2cc(C)c(C#N)c3=O)cc1C	i	7	-6
28	O=C(Nc1ncc(Cc2cc(Cl)ccc2Cl)s1)c1ccc([N+](=O)[O-])cc1	i	14	-14
29	CCN(c1ccccc1)S(=O)(=O)c1cccc(C(=O)NCC2(N(C)C)CCCCC2)c1	nt	7	-17
30	COc1ccc(S(=O)(=O)N2CCN(Cc3c[nH]c4ccccc34)CC2)cc1	i	4	-14
31	CC(NCc1ccc(OCc2ccc(Cl)cc2)cc1)C(O)c1ccccc1 (centres undefined)	i	6	-3
32	Cc1cc(C)c(S(=O)(=O)N2CCC(C(=O)OCc3c(C)noc3C)CC2)c(C)c1	nt	10	12
33	Nc1c2c(nc3ccn(-c4ccccc4)c(=O)c13)CCCCC2	i	-1	-7
34	CCCCC[C@@H]1C=C(C(=O)O)[C@H](c2ccc(OC)c(OC)c2)N1S(=O)(=O)c1ccc(C)cc1	nt	2	-29
35	Cc1cs/c(=N\N=C\c2ccc(O)cc2)n1Cc1ccco1	i	7	2
36	C=CCNC(=O)/C(=C/c1cccc([N+](=O)[O-])c1)NC(=O)c1ccco1	i	35	-13
37	Cc1ccc(C(=O)CSc2ncnc3sc4c(c23)CCCC4)cc1	i	21	-17
38	O=C(c1ccc(COc2ccccc2Cl)o1)N1CCOCC1	i	5	11
39	CC(C)N1CCN(Cc2ccc(OCc3ccccc3)cc2)CC1CCO (centres undefined)	i	17	-16
40	COC(=O)c1cc(NC(=O)Cc2ccccc2[N+](=O)[O-])cc(C(=O)OC)c1	i	3	3
41	CCOC(=O)CC1(NC(=O)C2CCC(=O)N(CCc3ccccc3)C2)CCCCC1 (centres undefined)	i	10	-12
42	O=C(CCc1nc(-c2ccc(Cl)cc2)no1)NCc1ccccc1CN1CCOCC1	nt	7	-12
43	C=CCN1C(=O)C(CC(=O)Nc2ccccc2)N(Cc2ccccn2)C1=S (centres undefined)	i	28	-16
44	COc1ccccc1OCC(=O)Nc1ccc(N2CCOCC2)cc1N1CCOCC1	nt	15	8
45	Cc1cc(Cl)ccc1NC(=O)C1COc2ccccc2O1 (centres undefined)	i	2	-20
46	CC(=O)Nc1ccc(SCC(=O)OCC(=O)NC(=O)NCc2ccco2)cc1	i	14	2
47	O=C(CSCc1nc2c(nnn2Cc2ccc(F)cc2)c(=O)[nH]1)Nc1cccc(C(F)(F)F)c1	i	3	-39
48	CC1(C)Oc2ccc3ccc(=O)oc3c2C[C@H]1O	i	17	5

Seven compounds out of the list, sorted by molar mass, high to low:
cpd	Molecule	CHT allo act	OX1R antag-1	OX1R antag-2
9	Cc1nn(-c2ccccc2)c(N2CCCC2)c1/C=N/NC(=O)c1cc(-c2ccccc2)nc2ccccc12	i	3	-48
47	O=C(CSCc1nc2c(nnn2Cc2ccc(F)cc2)c(=O)[nH]1)Nc1cccc(C(F)(F)F)c1	i	3	-39
26	O=C(NNC(=S)NC1CCCCC1)c1ccccc1Cl	i	10	-23
33	Nc1c2c(nc3ccn(-c4ccccc4)c(=O)c13)CCCCC2	i	-1	-7
45	Cc1cc(Cl)ccc1NC(=O)C1COc2ccccc2O1 (centres undefined)	i	2	-20
4	Cn1c(=O)n(C)c2cc(C(=O)c3ccccc3)ccc21	i	3	-20
18	Cc1ccc(OCCn2cccn2)c(C)c1	i	12	2

Next results.
cpd	Molecule	CHT allo act	OX1R antag-1	OX1R antag-2
49	Cc1cccc(CN2CCN(C(=O)CN(C)C(C)C(=O)Nc3ccc(C(N)=O)cc3)CC2)c1 (centres undefined)	nt	8	-12
50	CC(=O)Nc1ccc(S(=O)(=O)Nc2nc3ccccc3s2)cc1	i	5	-3
51	NC(=O)Cc1ccc(C(=O)c2ccccc2)s1	i	21	11
52	CCCCC[C@H](O)/C=C/[C@@H]1[C@@H](CCCCCCC(=O)O)[C@@H](O)C[C@H]1O	i	17	-12
53	CCCCN(C(=O)Cn1nnc2ccccc21)C(C(=O)NCCOC)c1ccc(OC)cc1OC (centres undefined)	i	14	-10
54	CCCOc1cccc(NC(=O)OC2CCN(C)CC2)c1	i	6	-33
55	CC1CC(C)CN(C(=O)/C=C/c2ccc(S(=O)(=O)N3CCOCC3)cc2)C1 (centres undefined)	nt	6	-14
56	COc1ccccc1C(CNC(=O)C1COc2ccccc2O1)N1CCCC1 (centres undefined)	nt	11	0
57	COc1cc(-c2nc3ccccn3c2/N=C/c2cccc(OC)c2O)ccc1O	i	10	-2
58	CCOC(=O)c1nn(-c2ccccc2)c2nc(Nc3ccccc3)cc(=O)n12	i	12	-9
59	O=[n+]1cc(-c2ccccc2)n([O-])c2c1CCC2	i	39	-15
60	Cc1ccnc(NC(=O)c2ccc(S(=O)(=O)N3CCCCCC3)cc2)c1	i	31	-21
61	Cc1ccccc1C(OCCN(C)C)C1CCCCC1 (centres undefined)	i	4	-30
62	Cc1ccc(Nc2nc(C(=O)NCC3CCCO3)cs2)cc1 (centres undefined)	i	4	-27
63	CCc1ccc(CN2C(=O)c3ccccc3C2C(=O)NCc2cccnc2)cc1 (centres undefined)	i	16	-19
64	CC(=O)Nc1nonc1NC(C)=O	i	3	1
65	CCc1ccccc1NC(=S)N(CCN(C)C)C(C)c1cccnc1 (centres undefined)	i	4	8
66	Cc1cc(NCCC(C)C)n2nc(C)c(-c3ccccc3)c2n1	i	11	-47
67	O=C(CSc1nc2nc3c(cc2c(=O)n1-c1ccccc1)CCCC3)Nc1ccccc1	i	7	-30
68	CCCCCN(C(=O)CCC(=O)OCc1cccc(C)c1)c1c(N)n(CCCC)c(=O)[nH]c1=O	i	10	-27
69	CCCCC(CC)CNC(=O)C(=O)c1ccccc1NC(C)=O (centres undefined)	i	10	-28
70	O=C(Oc1ccc(N(Cc2cccs2)C2=NS(=O)(=O)c3ccccc32)cc1)c1ccccc1Cl	i	3	2
71	CCCNC(=O)c1ccccc1NC(=O)COc1ccc(OC)cc1	i	4	-19
72	COc1ccc(/C=N/NC(=O)C(C)n2cnc3ccccc3c2=O)cc1 (centres undefined)	i	21	-16
73	COc1ccc(CNC(=O)CCN2C(=O)c3ccncc3C2=O)cc1OC	i	20	-1
74	O=C(COC(=O)C1CC(=O)N(Cc2ccccc2)C1)Nc1ccccc1F (centres undefined)	i	16	-14
75	Cc1c(Cl)cnc(NC(=O)COC(=O)c2ccc(S(=O)(=O)NCc3ccco3)cc2)c1Cl	i	30	-24
76	Cn1nnnc1SCC(=O)NCc1cc([N+](=O)[O-])ccc1O	i	13	-5
77	COCCNS(=O)(=O)c1cc(Br)ccc1OC	i	0	-12
78	CCNC(=O)CC1C(=O)N(c2ccc(F)cc2)C(=S)N1CCc1ccncc1 (centres undefined)	i	15	-4
79	CCOc1ccc(-n2cc(C(=O)Nc3cccc(OC)c3)c3cc(OC)c(OC)cc3c2=O)cc1	i	24	-15
80	O=C(O)c1ccccc1C1=Nc2ccc(O)cc2Oc2cc(O)ccc21	i	12	7
81	CCCCCCCCCC(=O)NNC(=O)c1c(O)c2ccccc2n(CC)c1=O	i	14	-20
82	Cc1ccc2nc(-c3ccc(NC(=O)c4ccco4)cc3)[nH]c2c1	i	13	-13
83	CCCOc1ccc(N2CC(C(=O)NC(C)C)CC2=O)cc1 (centres undefined)	i	10	-4
84	O=C1Nc2cccnc2N(C(=O)CCl)c2ccccc21	i	-3	17
85	Cc1ccc(CSCCNC(=O)c2ccc(C)cc2)cc1	i	14	-33
86	Cc1ccc(OCC(=O)NN=C2C3CC4CC(C3)CC2C4)cc1	nt	3	-18
87	COc1ccc(C(=O)Nc2ccc(S(=O)(=O)Nc3onc(C)c3C)cc2)c(OC)c1	i	19	-26
88	O=C1c2ccccc2C(=O)N1CCc1csc(-c2cccc(F)c2)n1	i	20	-9
89	CC/C(=N\O)C(C)(C)/[N+]([O-])=C/c1ccc(Br)cc1	i	-11	3
90	CCOC(=O)Cn1nc(C)c([N+](=O)[O-])c1C	i	4	9
91	OCC[C@@H]1C[C@H](O)[C@@H](O)[C@]2(Cc3ccccc3CO2)O1	i	5	-4
92	CCn1cc2nc(SCC(=O)Nc3ccccc3F)n(Cc3ccccc3)c(=O)c2n1	i	20	-28
93	O=C(Nc1ccccc1N1CCOCC1)c1cc(Br)c(Br)s1	i	-1	-23
94	CCCn1cc(CN2CCCC(C(=O)c3cccc(OC(C)C)c3)C2)c(C)n1 (centres undefined)	i	14	-21
95	COc1ccc(C(=O)NCc2ccc3c(c2)cc(C)n3C)cc1OC	i	10	-5
96	CNC(=O)[C@@H]1CCC(=O)N1	nt	1	-6
97	O=C(NCc1ccc(-c2nc3ccccc3s2)cc1)c1cc2ccccc2o1	i	20	-3
98	COc1ccccc1/C=N/NC(=O)CSc1cc(C)nc2ccccc12	i	39	-23
99	Fc1cc(NC(=S)NCc2ccc(CNC(=S)Nc3ccc(Cl)c(F)c3)cc2)ccc1Cl	i	10	23
100	COc1ccc(CNc2nc3ccccc3n2CCN2CCCCC2)c(OC)c1	i	23	-20
101	Cc1ccc(CNC(=O)/C=C/C(=O)O)cc1	i	18	-7
102	COc1ccc(NS(=O)(=O)c2ccc(Cl)c(C(=O)O)c2)cc1S(=O)(=O)N1CCCCC1	i	12	1
103	COC(=O)CSc1nccc(-c2ccc(F)cc2)c1C#N	i	3	-22
104	O=Cc1cnc2ccccc2c1-c1ccccc1	i	-2	-6
105	CCn1c(=NC(=O)CSC(C)=O)sc2ccccc21	i	38	-2
106	CCOc1ccc(-n2c(C)cc(/C=N/Nc3nc(C)cc(=O)[nH]3)c2C)cc1	i	8	-38
107	O=C(CSc1nc(-c2ccccc2Cl)ns1)NCc1ccc2c(c1)OCO2	i	59	-13
108	O=C1C(=O)N(Cc2cccc([N+](=O)[O-])c2)c2ccccc21	i	12	-3
109	CCCc1nc(SCC(=O)N2CCCC2)c2ccccc2n1	i	16	-14

Screening results from PubChem.
